TRHR agonist – TRH receptor (human) agonism; hit rate 0.18% among 360,000; TRHR cells, calcium flux fluo-8, FDSS agonist mode; activation, % at 2 µM; in the data active = activation above about 30%; note: 0% is about no effect
Target sequence (P34981 whole entry, looked up): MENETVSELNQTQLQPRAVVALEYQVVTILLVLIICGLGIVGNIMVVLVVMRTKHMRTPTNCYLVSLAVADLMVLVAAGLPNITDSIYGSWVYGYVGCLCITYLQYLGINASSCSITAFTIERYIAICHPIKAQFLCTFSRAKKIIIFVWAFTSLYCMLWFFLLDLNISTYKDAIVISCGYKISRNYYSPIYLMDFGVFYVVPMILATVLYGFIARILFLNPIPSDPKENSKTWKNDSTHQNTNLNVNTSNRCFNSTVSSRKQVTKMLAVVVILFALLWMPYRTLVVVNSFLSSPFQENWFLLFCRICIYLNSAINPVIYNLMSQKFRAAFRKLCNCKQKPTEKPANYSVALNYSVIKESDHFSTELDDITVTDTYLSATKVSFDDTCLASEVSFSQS
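TRHR-expressing cells, plated overnight in medium with 10% serum, were loaded with fluo-8 calcium dye at room temperature. After a 10 s baseline, library compound was pin-added and calcium release was recorded kinetically (ex 480/em 530) as agonist response.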
TrxR1 substrate – rat thioredoxin reductase 1 substrate activity; hit rate 0.01% among 390,000; purified TrxR1 substrate turnover, NADPH consumption readout; Potency, µM (doses to about 114 µM), without a hit: top-dose activity change, negative = substrate turnover; note: potency is the fitted concentration of half-maximal effect; % is set by controls: 0 for no effect and ±100 for the full control effect; nearly all actives have a fitted effect of over 50% in size
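Rat TrxR1, dispensed at 90 nM, was prereduced with 400 uM NADPH (final) for 5 min at ~22 deg C, then incubated with compound 15 min before 400 uM selenite. A first-read NADPH fluorescence drop versus no-compound background flagged substrates.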
D2 antagonist – D2 dopamine receptor (human) antagonism | HEK293 TREx D2 cells, calcium flux, dopamine EC80 | AID 485344 | hit rate 2% among 340,000 | P14416 | inhibition, % at 10 µM; in the data active = inhibition above about 30%; note: 0% is about no effect
Target sequence (P14416 whole entry, looked up): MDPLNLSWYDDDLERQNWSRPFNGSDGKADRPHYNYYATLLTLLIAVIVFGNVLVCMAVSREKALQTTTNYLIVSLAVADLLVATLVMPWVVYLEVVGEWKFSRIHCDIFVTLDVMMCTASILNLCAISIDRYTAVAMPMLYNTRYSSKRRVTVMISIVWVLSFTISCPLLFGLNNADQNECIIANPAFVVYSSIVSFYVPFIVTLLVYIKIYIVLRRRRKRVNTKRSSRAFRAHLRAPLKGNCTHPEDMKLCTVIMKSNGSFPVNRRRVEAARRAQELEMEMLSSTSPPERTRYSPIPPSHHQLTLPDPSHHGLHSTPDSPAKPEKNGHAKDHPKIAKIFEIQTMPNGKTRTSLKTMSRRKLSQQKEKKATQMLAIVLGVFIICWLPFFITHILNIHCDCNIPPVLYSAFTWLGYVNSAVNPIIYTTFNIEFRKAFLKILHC
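Calcium mobilization kinetics were recorded at 1 s intervals in tetracycline-induced HEK293 T-REx D2 cells, first for 180 s after compound addition and then 180 s after EC80 dopamine.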
Pin1 inhibitor – inhibitors of human Pin1. Pin1 FP peptide displacement, HiFluor488, 10 min. Potency, µM (top dose mostly 115 µM), for inactives: top-dose activity, negative = inhibition, hits mostly inhibitors. hit rate 0.009% among 390,000. AID 504891; active = well fitted inhibition curve with a large enough effect in the polarisation, with a control signal flat, not every such curve was filed as active; inconclusive = small, poorly fitted or top-dose-only effect, or effect the other way, or a change in a side signal; inactive = no such curve, though single readings can be large or run the other way; the % refers to the polarisation; note: potency is the fitted concentration of half-maximal effect; % is set by controls: 0 for no effect and ±100 for the full control effect
Target sequence (Q13526 whole entry, looked up): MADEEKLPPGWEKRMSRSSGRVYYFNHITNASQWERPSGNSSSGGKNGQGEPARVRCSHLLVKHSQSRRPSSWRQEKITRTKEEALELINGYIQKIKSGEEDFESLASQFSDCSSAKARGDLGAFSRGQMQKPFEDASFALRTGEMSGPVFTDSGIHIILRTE
D2 ag – agonists of human D2 dopamine receptor; P14416; hit rate 0.53% among 340,000; HEK293 T-REx D2 cells, calcium flux agonist mode; activation, % at 2 µM; AID 485358;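 active = activation over 3 SD above normal in the single-dose calcium agonist read, cut at about 30% in these data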; note: 0% is about no effect
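Agonism is scored from calcium flux in a force-coupled, inducible HEK293 cell line expressing D2, read kinetically for 180 s after compound addition against dopamine controls.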
mIDH1 inhibitor – blocks human mutant IDH1 R132H enzyme; Potency, µM (top dose mostly 76.6 µM), without a hit: top-dose activity change, negative = inhibition, usual class: inhibitors; IDH1-R132H enzyme, NADPH consumption, diaphorase/resazurin fluorescence; O75874; hit rate 0.093% among 390,000; note: potency is the fitted concentration of half-maximal effect; % is set by controls: 0 for no effect and ±100 for the full control effect; nearly all actives have a fitted effect of over 65% in size
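IDH1-R132H (0.5 ug/mL dispensed) in pH 7.5 Tris buffer was preincubated 30 min with compound, then given a substrate mix of 0.016 mM NADPH and 2 mM alpha-KG for 80 min at room temperature; remaining NADPH was read by diaphorase/resazurin fluorescence.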
USP1-UAF1 inh – blocks the human USP1/UAF1 deubiquitinase complex; O94782; recombinant USP1/UAF1, Ub-Rhodamine cleavage fluorescence; Potency, µM (doses to about 57.1 µM), inactives show top-dose activity change, negative = inhibition, usual class: inhibitors; hit rate 0.23% among 390,000; note: potency is the fitted concentration of half-maximal effect; % is set by controls: 0 for no effect and ±100 for the full control effect; nearly all actives have a fitted effect of over 60% in size; inactives centre near -12
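High-throughput fluorogenic screen: 1nM USP1/UAF1 complex, Ub-Rho substrate 150nM final, 50mM HEPES pH 7.8 with 0.5mM EDTA, 0.1 mg/ml BSA, 1mM TCEP and 0.01% Tween-20.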
TRHR PAM – TRH receptor (human) allosteric enhancement; P34981; TRHR cells, fluo-8 calcium fluorescence, EC20 TRH enhancement; hit rate 0.66% among 360,000; enhancement, % at 2 µM; AID 493056; in the data active = enhancement above about 30%; note: 0% is about no effect
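TRHR-expressing cells loaded with fluo-8 calcium dye were read kinetically (ex 480/em 530) during compound addition, then stimulated with an EC20 of TRH (10 nM final). Enhancement of the Gq-mediated intracellular calcium response was scored.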
rTrxR1 inhibitor – rat TrxR1 inhibition; O89049; recombinant rTrxR1, NADPH fluorescence consumption, selenite substrate; Potency, µM (top dose mostly 114 µM), for inactives: top-dose activity change, negative = inhibition, usual class: inhibitors; hit rate 1% among 390,000; AID 588453; note: potency is the fitted concentration of half-maximal effect; % is set by controls: 0 for no effect and ±100 for the full control effect; nearly all actives have a fitted effect of over 65% in size
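Rat TrxR1 (90 nM in the dispensed reagent) was pre-reduced with 400 uM NADPH for 5 min at room temperature, then incubated with compound for 15 min. After 400 uM selenite was added, NADPH fluorescence (Ex 340/Em 450 nm) was followed for 8 min.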
* hit, by the source's call; ? = inconclusive; / = no result given; & = joins results of further samples; [ ] = another dose, or the depositor's remark. Unless noted, calls come from the whole dose curve; as a rule, active = well fitted inhibition curve with a large enough effect; inconclusive = small, poorly fitted or top-dose-only effect; inactive = no such curve, though single readings can be large or run the other way.

SMILES	TRHR agonist	TrxR1 substrate	D2 antagonist	Pin1 inhibitor	D2 ag	mIDH1 inhibitor	USP1-UAF1 inh	TRHR PAM	rTrxR1 inhibitor
CCCN1CCN(c2cc3c(cc2F)c(=O)c(S(=O)(=O)c2ccc(CC)cc2)cn3CC)CC1	0.1	34%	/	1%	-0.7	-2%	-16%	11	9%
CC(=O)c1cc2c(cc1NC(=O)C1CCC1)OCO2	-1.4	-12%[57.1 µM]	4	-5%	-2.4	4%	0%	1	14%[57.1 µM]
CCOC(=O)C(CC)Sc1nc2c(c(=O)[nH]c(=O)n2C)n1CCc1ccccc1 (centres undefined)	-0.8	-6%	/	3%	/	1%	5%	2	11%
Cc1cc(C)cc(-n2nnc(C(=O)NCc3ccc(Cl)cc3)c2N)c1	-0.8	-3%[57.1 µM]	-8	2%	-0.5	-12%	-8%	0	15%[57.1 µM]
Cc1cccc(OCCCC(=O)Nc2ccc(S(=O)(=O)Nc3onc(C)c3C)cc2)c1C	0.2	10%[57.1 µM]	3	-7%	0.1	-1%	-7%	6	17%[57.1 µM]
COCCN(C(=O)c1ccc(N(C)S(=O)(=O)c2ccc(C)cc2)cc1)c1c(N)n(CC(C)C)c(=O)[nH]c1=O	/	3%	/	4%	/	13%	-2%	/	19%
O=C(NC1CCCC1)c1ccc([N+](=O)[O-])s1	-1.6	-1%[57.1 µM]	/	-3%	/	4%	-3%	-6	-12%[57.1 µM]
COC(=O)c1ccccc1NC(=O)C(=O)NCc1ccncc1	-0.8	-6%	-11	0%	-0.6	-6%	7%	-4	-9%[57.1 µM]
Cc1cc(C(=O)N/N=C/c2ccc(O)c([N+](=O)[O-])c2)c(C)n1-c1ccc(F)cc1	0.1	-16%	-12	-6%	-0.1	6%	-22%	3	?
CC(C)OCCCNC(=O)Cn1nc(-c2ccccc2)ccc1=O	-0.6	-3%	-41	-1%	-0.3	2%	-7%	6	4%
CCOC(=O)COc1nc(OC)nc(N2CCOCC2)n1	0.6	7%	/	-6%	/	8%	-26%	-3	15%
Cc1c(Cl)cccc1NC(=S)NCC(C)C	-0.2	-7%[57.1 µM]	0	-3%	-1.0	7%	-3%	18	-2%[57.1 µM]
O=C(c1ccc(S(=O)(=O)N2CCOCC2)cc1)N(Cc1ccco1)Cc1cccs1	-0.1	-10%[57.1 µM]	-4	2%	-0.3	-2%	2%	-10	-31%[57.1 µM]
CCOC(=O)CSc1nc2c(sc(=S)n2Cc2ccco2)c(=O)n1-c1ccc(F)cc1	1.5	-2%	5	5%	-0.4	5%	-4%	-10	11%
COc1cccc(-n2c(Cn3nc(C(F)(F)F)cc3C)n[nH]c2=S)c1	0.3	5%	-5	-2%	0.0	-8%	4%	2	?
Cc1ccc(CSC2=Nc3ccccc3C3=NC(CCC(=O)NCc4cccs4)C(=O)N23)c(C)c1 (centres undefined)	1.3	4%[57.1 µM]	/	16%	2.9	12%	-15%	-2	12%[57.1 µM]
Cc1cccc(OCC(=O)NNC(=O)C2CCN(c3ncnc4sc(C)c(C)c34)CC2)c1	0.9	-14%	2	0%	-1.0	-8%	-15%	-1	-7%
CC(C)Cc1ccc(S(=O)(=O)Nc2cc3c(cc2N2CCOCC2)n(C)c(=O)c(=O)n3C)cc1	-0.3	-2%[57.1 µM]	/	-2%	2.0	-18%	-16%	-1	-3%[57.1 µM]
CC(=O)C1=C(O)C(=O)N(CCN2CCOCC2)C1c1ccc(N(C)C)cc1 (centres undefined)	/	-19%	/	4%	/	8%	-15%	/	?
COc1ccc(CC(=O)N2N=C(C)CC2(O)c2cccnc2)cc1 (centres undefined)	-0.6	4%	-18	-4%	0.2	5%	-24%	9	18%
COCc1nc2sc3c(c2c(=O)[nH]1)CCCC3	0.1	-13%	0	16%	-0.2	3%	-15%	2	-6%
Oc1ccc(CNc2ccccc2)c2cccnc12	0.3	-4%	22	10%	-0.4	4%	-5%	-1	?
CCCCC[C@H]1CN(Cc2ccccc2)C(=O)[C@@H]1CC(=O)NCc1ccc(OC)cc1	-0.6	-3%&-2%	-8	-2%	0.1	8%	?	-3	3%&-9%
O=C(CN1CCN(Cc2ccccc2)CC1)Nc1ccc([N+](=O)[O-])cc1C(=O)Nc1ccccc1F	0.1	-3%	-15	0%	-0.9	6%	-19%	6	23%
CCc1nnc(NC(=O)c2ccc(OC)cc2)s1	-0.2	10%[57.1 µM]	-7	4%	0.1	1%	-15%	0	15%[57.1 µM]
COCCN=c1scc(-c2ccco2)n1/N=C/c1ccc(O)c(O)c1O	0.3	0%[57.1 µM]	77*	?	68*	10%	?	-1	?
Cc1ccc(S(=O)(=O)N(C)CC(=O)OCC(=O)c2ccc3c(c2)NC(=O)CO3)cc1	/	4%	/	3%	/	2%	-13%	/	8%
CSc1nnc(CNC(=O)C23CC4CC(CC(C4)C2)C3)n1Cc1ccccc1	0.0	12%[57.1 µM]	-22	-3%	0.9	2%	-16%	-8	21%[57.1 µM]
CC1CCCC(NC(=O)COC(=O)Cc2cn3ccsc3n2)C1C (centres undefined)	-0.4	-4%	-14	13%	-0.1	2%	7%	-3	-13%
CCCCCCCCCCCC(=O)N/N=C/c1ccco1	0.3	-5%	1	-1%	1.1	16%	-21%	1	-2%
Cc1cc(C)cc(N(CC(=O)NC2CCCCC2)C(=O)c2csnn2)c1	0.2	7%[57.1 µM]	-10	2%	0.1	5%	-8%	-4	6%[57.1 µM]
CCOc1cc(-c2noc(-c3cccnc3)n2)ccc1OC	-0.6	-7%	5	2%	0.0	5%	-4%	-6	-13%
COC(=O)C1=C(C)Nc2ncnn2C1c1ccc(OCc2ccccc2)cc1 (centres undefined)	-0.1	11%	-45	-1%	-0.3	3%	-18%	-8	15%
Cc1csc2nc(COC(=O)CNC(=O)c3ccccc3Cl)cc(=O)n12	-0.2	5%[57.1 µM]	/	-1%	1.5	2%	-13%	2	2%[57.1 µM]
COc1ccc(C2=NCCc3cc(OC)c(OC)cc32)cc1OC	-0.6	-13%	-17	3%	0.2	2%	-16%	3	-17%
O=C(O)c1ccc(C=NN2CCCCCC2)cc1	/	-13%[57.1 µM]	/	0%	/	3%	-11%	/	4%[11.4 µM]
COC(=O)c1cc(S(=O)(=O)Nc2cc(OC)cc(OC)c2)c[nH]1	0.1	5%[57.1 µM]	-6	6%	0.4	-10%	-10%	5	27%[57.1 µM]
CCc1cccc(NC(=O)CN(c2ccc(C)cc2)S(=O)(=O)c2cccs2)c1	0.5	-1%	/	1%	0.7	-2%	?	10	14%
O=C1CCCC/C1=C\Nc1ccc(O)cc1	-0.1	-13%	5	-3%	-2.4	16%	-3%	9	?
COc1ccc(OC)c(-c2nc(CN3CCCCC3c3cccnc3)c(C)o2)c1 (centres undefined)	0.0	23%[57.1 µM]	-2	0%	0.3	0%	-7%	9	8%[57.1 µM]
Cc1cc2nnn(-c3nnc(-c4ccccc4)c4ccccc34)c2cc1C	-1.1	11%[57.1 µM]	-2	1%	0.3	5%	-12%	3	9%
O=C(Nc1cc(Cl)ccn1)C1CCN(S(=O)(=O)c2cccs2)CC1	-0.3	3%[57.1 µM]	-2	0%	0.2	3%	-12%	0	11%[57.1 µM]
CC(C)Cn1c(N)c(C(=O)COC(=O)CC23CC4CC(CC(C4)C2)C3)c(=O)n(C)c1=O	1.7	-4%	-18	31%[activator]	-0.4	7%	-31%	0	5%
CCOC(=O)/C=C1\SCC(=O)N1CC(O)CN1C(=O)CS/C1=C\C(=O)OCC	-1.1	8%[57.1 µM]	0	7%	-0.3	2%	5%	9	14%
COc1ccccc1C1CCN(C(=O)c2cccc([N+](=O)[O-])c2)CC1	-0.7	2%[57.1 µM]	-6	5%	-0.1	5%	-3%	-7	15%[57.1 µM]
CCOc1ccc(C2/C(=C(/O)c3ccc(F)cc3)C(=O)C(=O)N2CCCN(C)C)cc1 (centres undefined)	2.2	4%[57.1 µM]	-7	1%	2.0	-3%	-19%	10	10%[57.1 µM]
CCCCC(=O)N(CCC)CCC	0.8	3%	-10	-8%	/	5%	0%	23	8%
CCOc1ccc(-n2c(SCc3ccc(C#N)cc3)nnc2-c2cccnc2)cc1	/	2%	/	5%	/	9%	-20%	/	13%

Full records, quoted from the list. Values in the order: TRHR agonist, TrxR1 substrate, D2 antagonist, Pin1 inhibitor, D2 ag, mIDH1 inhibitor, USP1-UAF1 inh, TRHR PAM, rTrxR1 inhibitor
COC(=O)c1cc(S(=O)(=O)Nc2cc(OC)cc(OC)c2)c[nH]1 is listed with 0.1, 5%[57.1 µM], -6, 6%, 0.4, -10%, -10%, 5, 27%[57.1 µM]
Cc1cc2nnn(-c3nnc(-c4ccccc4)c4ccccc34)c2cc1C is listed with -1.1, 11%[57.1 µM], -2, 1%, 0.3, 5%, -12%, 3, 9%

Remaining list, next part:
SMILES	TRHR agonist	TrxR1 substrate	D2 antagonist	Pin1 inhibitor	D2 ag	mIDH1 inhibitor	USP1-UAF1 inh	TRHR PAM	rTrxR1 inhibitor
COc1ccc(-n2c(SC)nc3sc4c(c3c2=O)CCN(C(C)=O)C4)cc1	-0.4	0%	/	0%	-0.2	0%	-27%	3	0%
C=CCOC(=O)C1=C(C)NC(C)=C(C(=O)OCC=C)C1c1ccc(O)cc1	-0.2	0%	-14	?	-1.0	8%	-14%	-3	1%
COc1cccc(-c2cc(C(=O)NCc3ccco3)no2)c1	0.1	9%[57.1 µM]	-24	0%	-1.0	4%	-14%	4	-6%
COC(=O)c1ccccc1NC(=O)C1CCCO1 (centres undefined)	0.4	0%	2	-3%	1.6	1%	-1%	3	-9%
Cc1cc(NC(=O)c2cccnc2)ccc1Br	0.3	-3%[11.4 µM]	-7	-5%	0.4	-5%	-13%	-6	25%
CCCOc1cccc(-c2cc(C(=O)NNC(=S)NCC)c3ccccc3n2)c1	0.0	1%	3	3%	0.6	6%	?	-5	2%
C=CCc1ccccc1OCCOc1ccc([N+](=O)[O-])cc1/C=N/NC(N)=O	-1.1	-7%	-11	8%	0.2	5%	5%	-1	17%[57.1 µM]
COc1ccc(-c2noc(-c3ccccc3C(=O)N3CCOCC3)n2)cc1	-0.5	-1%	-6	9%	0.3	2%	-7%	0	-5%
O=C(COC(=O)c1ccc(CO)cc1)NCc1cccs1	0.3	-3%	-18	0%	0.6	-3%	-18%	0	18%[57.1 µM]

Not all compounds are listed; the hit share may differ from the screen's.
